Assay outcomes (PubChem)
p53ts 39C tox: kills p53ts cells at the nonpermissive temperature | H1299-p53A138V viability at 39C, ATP luminescence, 24 h | Potency, µM (highest dose often 46.1 µM), without a hit: top-dose activity change, negative = cell killing, hits mostly cytotoxic | 130,000 tested, 1.5% active | AID 902; active = well fitted cell-killing curve with a large enough effect; inconclusive = small, poorly fitted or top-dose-only effect; inactive = no such curve, though single readings can be large or run the other way; also: nearly all actives have a fitted effect of over 55% in size
An asterisk follows results filed as active; ? = inconclusive; [ ] = remark or other dose. % is scaled to controls: 0 for no effect and ±100 for the full control effect; potency is read from the fitted curve at half-maximal effect. These rows are one share of the data; rates above refer to the full screens.

no.	SMILES	p53ts 39C tox
1	COc1c(OC(C)=O)ccc(/C=C/c2ccc3cccc(OC)c3n2)c1[N+](=O)[O-]	-18%
2	CCC(C)NC(=O)Cn1c(COc2ccc(Cl)cc2Cl)nc2ccccc21 (centres undefined)	3%
3	COc1ccc(C2c3c(ncn(Cc4ccco4)c3=N)Oc3ccc4ccccc4c32)cc1 (centres undefined)	3%
4	CC(C)c1ccc(NC(=O)COC(=O)CSc2nnc(N)s2)cc1	-2%
5	O=C(CN1C(=O)C2C3CCC(C3)C2C1=O)Oc1ccc2ccccc2c1 (centres undefined)	26%
6	O=C(CNC(=O)Cc1ccccc1)NCC(=O)OCC(=O)c1ccc(Cl)cc1	-7%
7	Cc1ccc(NC(=O)C(=O)c2cn(CC(=O)N3CCCCC3)c3ccccc23)cc1	-17%
8	CC(=O)c1cccc(NC(=O)COC(=O)[C@@H](NC(=O)OCc2ccccc2)C(C)C)c1	11%
9	CCOc1ccc2nc(COC(=O)c3cccs3)c(C(=O)c3ccccc3)[n+]([O-])c2c1	26%
10	COc1ccccc1N1CCN(C(=O)c2ccc3[nH]c4c(c3c2)CCCC4)CC1	-2%
11	CCOC(=O)N1CCC(=NNC(=O)COc2cccc(C)c2)CC1	6%
12	Cc1ccccc1NC(=O)C1C2/C=C\CCCCC21 (centres undefined)	13%
13	CCOc1ccc(CNC(=S)N/N=C/c2ccc(OC)c(OC)c2)cc1	-13%
14	CNC(=S)SCCOc1ccccc1C	-13%
15	CCOc1cc(N2CCOCC2)c(OCC)cc1NC(=O)COC(=O)c1cc(C)cc(C)c1	-3%
16	Cc1ccc(S(=O)(=O)NC(C(=O)Oc2cc3oc(=O)cc(C)c3cc2Cl)C(C)C)cc1 (centres undefined)	-21%
17	Cc1cccc(C)c1NC(=S)N(c1ccccc1)C(C)C	-1%
18	COC(=O)c1c(-c2ccc(C)cc2)csc1NC(=S)NC(=O)c1cc(OC)cc(OC)c1	28%
19	CCOC(=O)C1(C)C=C(Nc2ccc(OC)cc2)C(=O)N1c1ccc(OC)cc1 (centres undefined)	3%
20	Cc1cccc(OCCC(=O)NCC(=O)Nc2c(C)cccc2C)c1	13%
21	Cc1cccc(C(C)C)c1NC(=O)c1ccc(CN(c2ccccc2)S(=O)(=O)c2ccccc2)cc1	4%
22	COc1ccc(OC)c(/C=C/C(=O)Nc2ccc3c(c2)CCC3)c1	-4%
23	O=C(CSc1nc2ccccc2o1)Nc1nc(-c2ccccc2)c(-c2ccccc2)s1	-2%
24	Cc1ccccc1NC(=S)N(C)CCc1ccccn1	10%
25	O=[N+]([O-])c1ccc(/C=N/NC(=S)Nc2ccccc2C(F)(F)F)o1	-1%
26	O=C(Nc1cccc(Oc2ccc3c(c2)C(=O)NC3=O)c1)c1cccs1	-4%
27	COc1ccc(C2=NN(C(=O)CSc3nc4ccccc4s3)C(c3ccc(OC)cc3)C2)cc1 (centres undefined)	-2%
28	CCCOc1ccc(C2NC(=S)NC(C)=C2C(=O)c2ccccc2)cc1OC (centres undefined)	-1%
29	COc1ccccc1NC(=S)NC(NC(=O)c1ccco1)C(Cl)(Cl)Cl (centres undefined)	5%
30	S=C(NCc1ccc(Cl)c(Cl)c1)Nc1ccc2c(c1)OCO2	-11%
31	O=C(CSc1nc(-c2ccccc2)cs1)Nc1ccccc1[N+](=O)[O-]	22%
32	COc1ccc(OCC(=O)NNC(=O)Cc2coc3cc(OC)ccc23)cc1	-2%
33	Cn1c(N)c(C(=O)c2ccc(C#N)cc2)c(=O)n(C)c1=O	0%
34	Cc1cc(C)c(OCC(=O)OCCNC(=O)c2cccnc2)c(C)c1	4%
35	C=CCOC(=O)C(C#N)c1nc2ccccc2nc1N1CCN(c2ccccc2OCC)CC1 (centres undefined)	0%
36	Cn1c2ccccc2c(=O)c2c(=O)n(C3CCCCC3)c(-c3ccco3)nc21	3%
37	O=[N+]([O-])c1ccc(COc2cccc(CNc3ccc(F)cc3)c2)cc1	-5%
38	O=C(CCn1cnc2ccccc2c1=O)Nc1nc(-c2ccc(Br)cc2)cs1	-4%
39	O=C1N/C(=N\N=C\c2cccs2)SC1Cc1cccc(Cl)c1Cl (centres undefined)	2%
40	CN(C)C(=O)c1ccc(-c2nnc(NCc3ccccc3)c3ccccc23)cc1	21%
41	Cc1cccc2cc(C3CC(c4cccs4)=NN3C(=O)CCC(=O)O)c(Cl)nc12 (centres undefined)	20%
42	CS(=O)(=O)c1ccc(Sc2nc3ccccc3s2)c([N+](=O)[O-])c1	22µM*
43	CC(=O)Nc1cccc(C(=O)/C=C/c2ccc(C)cc2)c1	72%[activator]
44	O=C(CSCc1ccc(F)cc1)Nc1ccccc1C(=O)N1CCOCC1	12%
45	O=C(N/N=C/c1ccco1)c1ccc(N2CCCC2=O)cc1	-2%
46	O=C(NCc1cccnc1)/C(=C\c1ccc(-c2ccc(Cl)c(Cl)c2)o1)S(=O)(=O)c1ccccc1	?
47	Cc1cc(C)n(C(=O)c2ccc(C)c(F)c2F)n1	4%
48	Cc1ccc(C)c(N(CC(=O)Nc2ccccc2C(=O)NCc2ccco2)S(=O)(=O)c2ccccc2)c1	1%
49	COC(=O)c1sccc1NC(=O)COc1ccccc1Cl	-14%
50	CCOC(=O)NC(NCc1ccccc1)(C(F)(F)F)C(F)(F)F	9%
51	O=C(N/N=C/c1ccccc1F)NC1CCCCC1	14%
52	Cc1ccc(NC(=O)/C(=C/c2cccs2)NC(=O)c2ccco2)cc1	-15%
53	C/C(=N/Nc1nc(-c2ccccc2)cc(-c2ccc(F)cc2)n1)c1cccc(N)c1	?
54	CCN1CCN(Cc2c(O)ccc3c2O/C(=C\C=C\c2ccccc2OC)C3=O)CC1	-16%
55	COCCOC(=O)C1=C(C)N(c2ccccc2)C(=O)NC1c1cccc([N+](=O)[O-])c1 (centres undefined)	-5%
56	COc1ccc(/C=C(\C#N)C(=O)Nc2cccnc2)cc1	10%
57	Fc1ccc(CNC(=S)Nc2ccc(Cl)cc2Cl)cc1	12%
58	O=[N+]([O-])c1ccc(CSc2nc3ccccc3[nH]2)cc1	?
59	O=C(Nc1ccccc1)ON=C1CCCC1	-3%
60	O=C(CSCc1ccccc1)Nc1ccc(F)c(F)c1	6%

Fetched by structure from the list above (4):
no.	SMILES	p53ts 39C tox
58	O=[N+]([O-])c1ccc(CSc2nc3ccccc3[nH]2)cc1	?
52	Cc1ccc(NC(=O)/C(=C/c2cccs2)NC(=O)c2ccco2)cc1	-15%
50	CCOC(=O)NC(NCc1ccccc1)(C(F)(F)F)C(F)(F)F	9%
51	O=C(N/N=C/c1ccccc1F)NC1CCCCC1	14%

Other compounds follow:
no.	SMILES	p53ts 39C tox
61	Cc1ccc(-c2nnc(SCC(=O)N/N=C/c3cccs3)n2-c2ccc(C)cc2)cc1	-1%
62	Cc1cc(C)c(NC(=O)CSc2ccc3nnc(CCNC(=O)c4ccccc4)n3n2)c(C)c1	2%
63	FC(F)Oc1ccccc1NC(=S)Nc1cccc(Cl)c1Cl	5%
64	O=C(COC(=O)C12CC3CC(CC(C3)C1)C2)NCCCc1ccccc1	12%
65	CCOc1ccc(/C=N/OCC(=O)NCc2cccs2)cc1	3%
66	CCOC(=O)C1CCCN(c2nc3ccccc3nc2C(C#N)C(=O)OC(C)C)C1 (centres undefined)	20%
67	Cc1ccc(-c2cc(C(=O)Nc3nccs3)c3ccccc3n2)c(C)c1	-5%
68	COCCNC(=S)N1CCN(C(=O)C(=O)Nc2ccc(C(=O)OC)cc2)CC1	9%
69	COc1ccc(-c2nnc(OCc3ccccc3)c3ccccc23)cc1	8%
70	CC(=O)N1N=C(c2ccco2)CC1c1ccc(Br)cc1 (centres undefined)	12%
71	CC(/C=C1\SC(=S)N(CCCC(=O)Nc2ccc(C(=O)O)c(O)c2)C1=O)=C\c1ccccc1	19%
72	CC(/C=C1\SC(=O)N(CC(=O)Nc2ccc(O)cc2)C1=O)=C\c1ccccc1	?
73	CCOC(=O)c1c(NC(=O)Cn2cnc3scc(-c4ccc(C)cc4)c3c2=O)sc(C)c1C	5%
74	Cc1ccnc(NC(=O)/C=C/c2cccs2)c1	7.1µM*
75	Cc1cc2cc(C#N)c(NCCNC(=S)NCCCN3CCOCC3)nc2cc1C	-5%
76	Nc1nnc(SCC(=O)OCc2ccc(Cl)c(Cl)c2)s1	7%
77	O=c1c2ccccc2nc(SCc2cccc(F)c2)n1C1CCCC1	11%
78	COc1ccc(C2CC(c3ccccc3)=NN2C(=O)COC(=O)c2cccnc2)cc1 (centres undefined)	7%
79	O=c1nc(Nc2ccccc2)sc2ccc([N+](=O)[O-])cc12	10%
80	CC1Cc2ccccc2N1C(=O)COC(=O)C1(c2ccccc2F)CCCC1 (centres undefined)	?
81	O=C1c2cccc3cccc(c23)C(=O)N1CCN1CCN(C(=S)Nc2ccc(Cl)cc2)CC1	-3%
82	COC(=O)c1ccccc1NC(=O)CNc1cc(OC)c(OC)cc1C	3%
83	CC(=O)/C(=N\Nc1ccccc1Cl)Sc1nnc(-c2ccccc2)n1-c1ccccc1	2%
84	COc1ccccc1CNC(=O)COC(=O)Cc1c(Cl)cccc1Cl	7%
85	Cc1cc(C(=O)OCC(=O)c2cccc([N+](=O)[O-])c2)c2ccccc2n1	10%
86	Cc1cc(C)nc(NS(=O)(=O)c2ccc(N=Cc3c(C)[nH]n(-c4ccccc4)c3=O)cc2)n1	5%
87	O=C(COC(=O)CCSc1ccccc1)NCc1ccccc1Cl	-8%
88	Cc1cccc(C=Nc2ccc3c(c2)oc2ccccc23)c1O	-14%
89	COc1ccc(C(=O)CCNc2cccc(Cl)c2)cc1	4%
90	CCN(CC)c1ccc(C(=O)N/N=C(\C)c2ccc(OC)c(OC)c2)cc1	-2%
91	CC(C)OC(=O)CCCNc1ccc([N+](=O)[O-])cc1[N+](=O)[O-]	10%
92	c1ccc(-c2csc(Nc3ncccn3)n2)cc1	-11%
93	O=C(Nc1ccc(Cl)cc1)Nc1nnc(CSCc2ccccc2)s1	14%
94	COc1cc(C(=S)N2CCOCC2)ccc1OC(=O)c1cc([N+](=O)[O-])cc([N+](=O)[O-])c1	-7%
95	COc1ccc(-c2n[nH]c(=S)n2/N=C/C=C\c2ccccc2OC)cc1	23%
96	COc1cc(/C=C/c2nc(N)nc(-c3ccccc3O)n2)cc(OC)c1OC	1%
97	Cc1ccc(S(=O)(=O)N/N=c2\sc3ccccc3n2C)cc1	10%
98	Cc1ccc([N+](=O)[O-])c(OCC(=O)OCC(=O)c2ccccc2)c1	17%
99	COc1ccc(/C=N\NC(=O)COc2ccc(Cl)cc2Cl)c(C(=O)O)c1OC	5%
100	CCn1ncc(CNC(=O)c2cccc([N+](=O)[O-])c2)c1C	17%
101	Cc1ccc(/C=C2\Oc3cc(OC(=O)N4CCOCC4)ccc3C2=O)cc1	14%
102	O=C(CNC(=O)c1ccccc1)Nc1cccc(C(F)(F)F)c1	11%
103	Cc1ccc(OCC(=O)NCC(=O)Nc2ccc(F)c(F)c2F)c([N+](=O)[O-])n1	11%
104	CCOc1ccc2nc(SCc3cccc(C)c3)nc(C)c2c1	8%
105	O=C(O)/C(=C\c1ccc(Br)cc1)c1ccc(S(=O)(=O)N2CCCCC2)s1	27%
106	O=c1c(Cl)c(N2CCN(c3ccc(F)cc3)CC2)cnn1-c1nc2ccccc2s1	-5%
107	O=C(COC(=O)C1(c2ccc(Cl)cc2)CCCC1)N1CCc2ccccc21	2%
108	Cc1c(NC(=O)/C(C#N)=C\c2cccs2)c(=O)n(-c2ccccc2)n1C	-2%

Rewritten with each value named: part of the list above
(100) CCn1ncc(CNC(=O)c2cccc([N+](=O)[O-])c2)c1C
  p53ts 39C tox = 17%

(104) CCOc1ccc2nc(SCc3cccc(C)c3)nc(C)c2c1
  p53ts 39C tox = 8%

(105) O=C(O)/C(=C\c1ccc(Br)cc1)c1ccc(S(=O)(=O)N2CCCCC2)s1
  p53ts 39C tox = 27%

(107) O=C(COC(=O)C1(c2ccc(Cl)cc2)CCCC1)N1CCc2ccccc21
  p53ts 39C tox = 2%

Continued:
no.	SMILES	p53ts 39C tox
109	O=C(Cn1nnc2ccccc2c1=O)NCCc1ccccc1	-8%
110	Cc1ccc(C(C(=O)NCc2ccccc2)N(Cc2cccs2)C(=O)c2ccc3c(c2)OCCO3)cc1 (centres undefined)	-11%
111	CCC(CC)=NNc1cccc([N+](=O)[O-])c1	27%
112	Cc1ccc(S(=O)(=O)Nc2ccccc2/C=N/c2nc3ccccc3n2C(C)C)cc1	6%
113	COc1ccc(-c2cn(-c3ccc(SC(F)F)cc3)c3[n+]2CCC3)cc1OC	2%
114	O=C(NNC(=O)C1CC2CCC1C2)c1sc2ccccc2c1Cl (centres undefined)	1%
115	O=C(CSc1ccc(Cl)cc1)Nc1ccccc1N1CCN(C(=O)c2ccc(Cl)cc2)CC1	-14%
116	O=c1c2ccccc2nc(-c2ccccc2)n1/N=C/c1ccc([N+](=O)[O-])cc1	7%
117	CCOc1cc(CNCc2ccccn2)ccc1OCC(=O)NC(C)(C)C	5%
118	O=C(NCc1ccccc1Cl)c1cccc(NC(=O)c2ccccc2)c1	6%
119	CCc1cc2c(N[C@@H](Cc3c[nH]c4ccccc34)C(=O)O)ncnc2s1	-6%
120	O=c1[nH]c(NNC(=S)NCc2ccccc2)nc2c1C1(CCCCC1)Cc1ccccc1-2	?
121	CC(C)c1ccc(NC(=O)C(=O)c2cn(CC(=O)N3CCCCC3)c3ccccc23)cc1	-9%
